SRC1 TRFRET art – TR-FRET detection interference compounds, primary screen, artefact control for PPARgamma SRC-1 recruitment agonists, biochemical, TR-FRET emission ratio; 99,000 compounds, 0.34% hits; TR-FRET ratio at 8 µM; TR-FRET detection artefact counter-screen; stronger effect = higher value; in the data active = TR-FRET ratio above about 2300; note: inactives centre near 1800
SRC3 TRFRET art – TR-FRET detection interference compounds, artefact control for PPARgamma SRC-3 recruitment agonists, biochemical, TR-FRET ratio; TR-FRET artefact counter-screen, PPARgamma/SRC-3 format; stronger effect = higher value; TR-FRET ratio at 8 µM; 99,000 compounds, 0.39% hits; AID 1048, 2008; in the data active = TR-FRET ratio above about 2000; note: inactives centre near 1600
An asterisk follows results filed as active. These rows are one share of the data (hit frequency here may not be typical).

SMILES	SRC1 TRFRET art	SRC3 TRFRET art
Cc1cccn2c(CN(C)CC3Cc4ccccc4O3)c(C(=O)N3CCCCC3)nc12 (stereo not drawn)	2108	1640
CC(C)(C)c1ccc(C(=O)NCC(=O)OCc2ccc([N+](=O)[O-])cc2)cc1	1623	1807
NS(=O)(=O)c1ccc(NN=C2CCN(Cc3ccccc3)CC2)c([N+](=O)[O-])c1	1660	1807
CC(C)(C)C(=O)Nc1nc2ccc(S(C)(=O)=O)cc2s1	1624	1618
CC(=O)Nc1ccc(NC(=O)COc2ccccc2C(=O)Nc2cccc(Cl)c2Cl)cc1	1811	1670
N#C/C(=C(/O)c1ccccc1F)c1nc2cc(C(F)(F)F)ccc2s1	1705	1806
COCCn1c(=O)[nH]c(=O)c2c1nc(-c1cc(Br)c3c(c1)OCO3)n2Cc1ccccc1	1806	1534
O=C(CCCSc1nc2ccccc2[nH]1)NCc1ccccc1	1769	1581
COc1ccc(OC)c(NC(=O)c2ccc3c(=O)n(CCc4ccccc4)c(=S)[nH]c3c2)c1	1548	1637
CC(=O)c1ccc(C(=O)N2CCCC(CCC(=O)N(C)CCc3ccccn3)C2)s1 (stereo not drawn)	1801	1464

7 compounds already listed, arranged by number of heavy atoms, descending:
SMILES	SRC1 TRFRET art	SRC3 TRFRET art
COCCn1c(=O)[nH]c(=O)c2c1nc(-c1cc(Br)c3c(c1)OCO3)n2Cc1ccccc1	1806	1534
Cc1cccn2c(CN(C)CC3Cc4ccccc4O3)c(C(=O)N3CCCCC3)nc12 (stereo not drawn)	2108	1640
CC(=O)c1ccc(C(=O)N2CCCC(CCC(=O)N(C)CCc3ccccn3)C2)s1 (stereo not drawn)	1801	1464
NS(=O)(=O)c1ccc(NN=C2CCN(Cc3ccccc3)CC2)c([N+](=O)[O-])c1	1660	1807
CC(C)(C)c1ccc(C(=O)NCC(=O)OCc2ccc([N+](=O)[O-])cc2)cc1	1623	1807
O=C(CCCSc1nc2ccccc2[nH]1)NCc1ccccc1	1769	1581
CC(C)(C)C(=O)Nc1nc2ccc(S(C)(=O)=O)cc2s1	1624	1618

The list continues.
SMILES	SRC1 TRFRET art	SRC3 TRFRET art
S=c1[nH]nc(COc2ccccc2)n1/N=C/c1ccco1	1919	1779
CC(c1nccs1)N(C)C(=O)CCc1nnc(-c2ccc(-c3ccccc3)cc2)o1 (stereo not drawn)	1902	1581
Cc1ccc(-c2nc(-c3cccnc3)sc2CC(=O)Nc2ccc(C)c(Cl)c2)cc1	2929*	3547*
Cc1[nH]n(-c2ccccc2)c(=O)c1/C=N/NC(=O)COc1ccccc1[N+](=O)[O-]	1980	1655
Cc1ccc2nc(-c3cccc(Br)c3)cc(C(=O)Nn3cnnc3)c2c1	1663	1415
O=C(NC1CC2CCCC(C1)N2Cc1ccccc1)C1CCCCC1 (stereo not drawn)	1902	1467
O=C(COc1cccc(Cl)c1)NNC(=S)Nc1ccccc1	1964	1647
S=C(Nc1cccc(Cl)c1)Nc1cccc2cnccc12	1922	1661
Cc1csc(NC(=O)CS(=O)(=O)c2ccccc2)n1	1742	1769
O=C(CNCc1ccccn1)Nc1cc(S(=O)(=O)N2CCCCC2)ccc1Cl	1886	1549
O=C(NCc1cccnc1)c1ccccc1CCc1ccccc1	1832	1525
CCOC(=O)c1c(NC(=O)CSc2cn(CC)c3ccccc23)sc2c1CCC2	1716	1593
CCCn1c(SC(C(=O)Nc2cccc(OC)c2)c2ccccc2)nc2ccccc2c1=O (stereo not drawn)	1898	1700
Cc1ccc(S(=O)(=O)N2CCC(C(=O)C3C(=O)CC(C)(C)CC3=O)CC2)cc1	1578	1482
COc1cc(NC(=S)N2CCN(C(=O)C3CCCO3)CC2)c(OC)cc1Cl (stereo not drawn)	2145	1577
O=C(Cn1nc(C(F)F)cc1C(F)F)NNC(=S)Nc1ccc([N+](=O)[O-])cc1	1592	1513
COc1cc(OC)cc(N(C(=O)CNC(=O)c2cccs2)C(C(=O)NCC2CCCO2)c2ccc(OC)c(OC)c2)c1 (stereo not drawn)	1833	1747
O=C(CSc1nc2ccccc2[nH]1)Nc1cccc(S(=O)(=O)N2CCOCC2)c1	1951	1676
CSc1nnc(NC(=O)c2ccc(S(=O)(=O)N(C)C)cc2)s1	2006	1567
O=C(NC1(C(F)(F)F)NC(=O)N(c2ccccc2)C1=O)c1cccs1 (stereo not drawn)	1782	1513
CC1=CC2=NC(=O)/C(=C\c3cc(C)n(-c4cccc(Cl)c4)c3C)C(=N)N2O1	1731	1542
COc1ccc(NC2=Nc3ccccc3CC2)cc1	1405	1511
CCCCC1NC(C(=O)O)CS1 (stereo not drawn)	1802	1564
Cc1cccc(OCc2n[nH]c(=S)n2Cc2ccccc2)c1	1821	1595
Cc1cc(C)n2cc(CSc3ccc(Br)cc3)nc2n1	1719	1517
CCOC(=O)C1(CCc2ccccc2)CCN(Cc2nccn2CC)CC1	1754	1823
CC1CCN(C(=O)c2ccc(SCc3ccccc3F)c([N+](=O)[O-])c2)CC1	1615	1403
COc1cc(OC)cc(C(=O)Nc2c(C)nn(-c3ccccc3)c2C)c1	1969	1718
O=C(NCCOc1ccccc1Cl)C(=O)c1c[nH]c2ccccc12	1874	1576
COC(=O)/C(=C/c1ccccc1)NC(=O)c1ccco1	1796	1580
Cc1cccc(N(Cc2ccccc2F)S(C)(=O)=O)c1	1834	1774
CCO[C@@H]1OC(C(=O)N2CCOCC2)=C[C@H](c2ccccc2)[C@H]1CCCO	1801	1424
COc1cc(CNCCN(C)C)c(Br)cc1OCC(=O)NCc1ccccc1	1705	1469
COc1ccc(CNC(=S)Nc2ccc(OC)cc2)cc1	1906	1382
O=C(c1ccco1)N1CCN=C1SCc1ccc(F)cc1	1373	1567
Cc1cc(C)c2[nH]c(=O)c(CN(Cc3ccccc3)C(=S)NCCCN(C)C)cc2c1	1760	1572
CCc1noc(C)c1C(=O)N1CCCC(CCC(=O)NCc2ccc(F)c(F)c2)C1 (stereo not drawn)	1750	1408
O=C(Oc1ccc(Cl)cc1)c1ccc(N2CCOCC2)c([N+](=O)[O-])c1	1840	1582
COc1ccc2[nH]c3c(=O)n(/N=C/[C@H]4C(C)C=C(C)CC4C)c(=O)[nH]c3c2c1 (stereo partly drawn)	1522	1467
CCCC(=O)C1=C(O)C(c2cccc(Oc3ccccc3)c2)CCC1=O (stereo not drawn)	2030	1443
COc1cccc(/C=N/N2C(=O)CSC2=S)c1O	1650	1607
C=CCOc1nc2c(c(=O)n(C)c(=O)n2C)n1Cc1ccc(Cl)cc1	1579	1578
O=C(Nc1nccs1)C(c1ccccc1)N1CCCCC1 (stereo not drawn)	1828	1582
CC(C)(C)OC(=O)N/N=C\c1cccnc1	2066	1617
CC(C)Cn1c(-c2cc([N+](=O)[O-])ccc2Cl)nc2c1c(=O)[nH]c(=O)n2Cc1ccccc1	1858	1738
CC(=O)Oc1ccc2c(=O)c(-c3ccccc3)coc2c1	1964	1662
CCOC(=O)N1CCN(C(=O)C2CCN(S(=O)(=O)c3ccc(F)cc3)CC2)CC1	1690	1620
Cc1ccc(COCCN2CCN(S(=O)(=O)c3ccc(C)cc3)CCC2=O)cc1	1752	1455
COc1cccc2cc(C(N)=O)/c(=N/NC(=O)COc3ccc(Cl)cc3)oc12	1992	1582
O=C(NCc1ccccc1)C1=C[C@H](c2coc3ccccc3c2=O)C[C@H](OCc2ccc(CO)cc2)O1	1546	1615

(listing goes on)
SMILES	SRC1 TRFRET art	SRC3 TRFRET art
COc1ccc2c(c1O)-c1ccccc1CCN(C)C2	1895	1749
O=C(CSc1nc2ccccc2s1)N/N=C/c1ccco1	1671	1494
CCCCNC(=O)C1(NC(=O)Nc2ccc(C)cc2)CCCCC1	1878	1714
N#C/C(=N\Nc1cc(Cl)cc(Cl)c1)c1nnc2n1CCCCC2	1696	1642
C/C(=N\NC(=O)C(c1ccncc1)N1CCOCC1)c1ccc(Br)cc1 (stereo not drawn)	1671	1522
Cc1cc(N2CCN(c3cccc(C(F)(F)F)c3)CC2)n2ncnc2n1	1831	1433
COc1ccc(/C=C/C(=O)NC(=S)NN2CCCCC2c2cccnc2)cc1 (stereo not drawn)	1641	1642
Cc1ccc(N(CC(=O)N/N=C/c2cccs2)S(C)(=O)=O)cc1	1782	1542
COc1ccc(CCNC(=O)c2ccc(N(C)S(=O)(=O)c3ccc(C)cc3)cc2)cc1	1415	1563
CN(C)S(=O)(=O)c1cccc(C(=O)OCC(=O)NC2CCCc3ccccc32)c1 (stereo not drawn)	1741	1697
CCCCCOC(=O)Nc1ccc(S(=O)(=O)Nn2cnnc2)cc1	2093	1809
COc1cc(OC)c(C2=NOC(C(=O)NCc3cccs3)C2)cc1Cl (stereo not drawn)	1851	1566
CCc1ccc2nc3sc(C(=O)O)cc3cc2c1	1961	1779
Cc1ccc(-c2nnn(CC(=O)N(CCN3CCOCC3)C(C(=O)NC3CCCC3)c3ccncc3)n2)o1 (stereo not drawn)	1975	1615
Cc1c(O)ccc2c(CN3CCN(CCO)CC3)cc(=O)oc12	1781	1458
COC(=O)CN1C(c2ccc(OC)cc2)=Nc2ccc(Cl)cc2C1c1ccccc1 (stereo not drawn)	1780	1748
O=C(COc1ccc(Cl)cc1[N+](=O)[O-])N1CCCCCC1	1662	1503
CC1CCCCN1C(=O)COc1ccc2ccc(=O)oc2c1 (stereo not drawn)	2021	1617
CCOC(=O)c1c2c3c(c(Cl)ccc3[nH]c1=O)C(=O)c1ccccc1-2	2145	1596
C=CCn1c(=O)c(C(=O)Nc2ccccc2S(N)(=O)=O)c(O)c2ccccc21	1686	1480
COc1ccccc1NC(=O)CCC(=O)c1ccc(-c2ccccc2)cc1	1675	1543
CCCOC(=O)Nc1sc2c(c1C(N)=O)CCCC2	1664	1583
COc1ccc(CNC(=O)CCCCCn2c(SCC#N)nc3cc4c(cc3c2=O)OCO4)cc1	1675	1516
COc1ccc(C(=O)N/C(=C\c2ccco2)C(=O)NC2CCS(=O)(=O)C2)cc1 (stereo not drawn)	1808	1423
c1ccc2sc(N3CN(CCN4CCOCC4)CN(c4nc5ccccc5s4)C3)nc2c1	1758	1665
Cc1ccc(C(=O)NCCc2cc3ccc(C)c(C)c3[nH]c2=O)cc1[N+](=O)[O-]	1830	1633
CCOC(=O)C(C)(C)N(Cc1ccc(Cl)cc1)S(=O)(=O)c1ccc(Cl)c([N+](=O)[O-])c1	1791	1624
O=C(NCCCn1ccnc1)C(=O)NCC(c1ccco1)N1CCN(c2ccc(F)cc2)CC1 (stereo not drawn)	1690	1513
O=C(Nc1ccccc1N1CCOCC1)c1ccc(Cl)nc1	1622	1575
O=C(COC(=O)/C=C/c1ccccc1)NCC1CCCO1 (stereo not drawn)	1765	1609
Cc1ccccc1-n1c(C)cc(/C=C2/C(=N)N3C(c4ccccc4)=CSC3=NC2=O)c1C	1984	1943
Oc1c(C(c2ccccc2)N2CCCCC2)sc2ncnn12 (stereo not drawn)	1787	1735
COc1cc2c(cc1NC(=O)COC(=O)[C@@H](NS(=O)(=O)c1cccc(Cl)c1)C(C)C)oc1ccccc12	1872	1797
CC(C)C1Nc2ccc(C(=O)O)cc2C2C=CCC21 (stereo not drawn)	1837	1546
CS(=O)(=O)Nc1cccc(C2=NN(S(C)(=O)=O)C(c3ccccc3)C2)c1 (stereo not drawn)	1885	1389
CC12CCC(=O)N1C(C(=O)OCC(=O)Nc1cc(S(=O)(=O)N3CCCCC3)ccc1Cl)CS2 (stereo not drawn)	1919	1577
COc1ccccc1OCCOc1ccc(C(=O)c2ccccc2)cc1	1792	1502
COc1ccc(NC(=O)CN(c2ccccc2)S(=O)(=O)N(C)C)cc1Cl	1675	1467
C=CCOc1ccccc1CNCCc1ccc(S(N)(=O)=O)cc1	1583	1495
O=C(NCc1ccco1)C(c1ccccc1F)N(CC1CCCO1)C(=O)Cn1nnc2ccccc21 (stereo not drawn)	1676	1764

In the list so far, these have a CF3 group.
SMILES	SRC1 TRFRET art	SRC3 TRFRET art
N#C/C(=C(/O)c1ccccc1F)c1nc2cc(C(F)(F)F)ccc2s1	1705	1806
O=C(NC1(C(F)(F)F)NC(=O)N(c2ccccc2)C1=O)c1cccs1 (stereo not drawn)	1782	1513
Cc1cc(N2CCN(c3cccc(C(F)(F)F)c3)CC2)n2ncnc2n1	1831	1433

New compounds follow:
SMILES	SRC1 TRFRET art	SRC3 TRFRET art
CCOc1ccc(OCCCCN(C)C)cc1	1742	1555
CC1(C)CNC(=O)c2sc(NC(=O)c3ccccc3Cl)nc2C1	1306	1635
CCOc1ccc(NS(=O)(=O)c2cc(NC(=O)c3ccc(C)cc3)ccc2Cl)cc1	1799	1611
COCCN(C)Cc1cn(-c2ccc(F)cc2F)nc1-c1ccccc1C	1886	1298
O=C(N/N=C/c1ccc(OC(=O)c2ccc3c(c2)OCO3)cc1)c1cncc(Br)c1	1592	1381
C/C(=N/NC(=O)c1ccc(Br)o1)C(C)C	1707	1428
O=C(NCC1OCCc2ccccc21)C1COc2ccccc2O1 (stereo not drawn)	1905	1599
CCOC(=O)C(=O)Nc1nnc(SCc2ccc(F)cc2)s1	1908	1681
CN(Cc1cn(C)nc1-c1ccc(Oc2ccccc2)cc1)CC1COCCO1 (stereo not drawn)	1498	1435
CS(=O)(=O)N(CC(=O)NCCSCc1c(F)cccc1Cl)c1cccc([N+](=O)[O-])c1	1847	1626
Cc1ccc(C(C)C)c(OCc2nn(CC(=O)c3ccc(OC(F)F)cc3)c3[n+]2CCCCC3)c1	1940	1771
O=C(c1ccc(F)cc1)C1CCN(C(=S)Nc2ccccc2Cl)CC1	1862	1366
N#C/C(=C\C=C\c1ccccc1)C(=O)NCc1ccco1	1992	1701

Screens deposited in PubChem by The Scripps Research Institute Molecular Screening Center.
